# Compound activity deposited in PubChem by several laboratories.
# PfHsp40 rescue – rescue of PfHsp40-mediated yeast toxicity | S. cerevisiae expressing PfHsp40, growth rescue, ATP luminescence | growth rescue, % at 12.5 µM | 340,000 tested, 0.68% active; in the data active means growth rescue above about 28%, passing the limit was not always enough; inconclusive means no clear call, values can overlap the other calls;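 further: yeast W303a lacking pdr1 and pdr3 grown in galactose medium; growth measured after three days at 30 °C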
# DUSP3 inh – inhibitors of human VHR1 phosphatase (DUSP3); P51452; inhibition, % at 13.3 µM; 290,000 tested, 0.52% active; recombinant VHR phosphatase, pNPP absorbance; AID 1654; in the data active means inhibition above about 50%; further: some compounds called inactive have numbers as strong as hits
# Target sequence (P51452 whole entry, looked up): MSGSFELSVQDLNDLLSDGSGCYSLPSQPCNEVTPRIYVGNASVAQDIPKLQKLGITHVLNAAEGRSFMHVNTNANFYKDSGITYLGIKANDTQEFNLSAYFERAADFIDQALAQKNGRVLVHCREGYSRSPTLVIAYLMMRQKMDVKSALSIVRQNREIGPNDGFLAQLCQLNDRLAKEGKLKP
# Anthrax LF inh2 – anthrax lethal factor protease inhibition; P15917; multiplex microsphere protease cleavage assay, LF; inhibition, % at 10 µM; 360,000 tested, 0.12% active; in the data active means inhibition above about 30%; inconclusive means no clear call, values can overlap the other calls; further: plate controls were buffer without enzyme for full effect and enzyme alone for no effect
# Target sequence (P15917 whole entry, looked up): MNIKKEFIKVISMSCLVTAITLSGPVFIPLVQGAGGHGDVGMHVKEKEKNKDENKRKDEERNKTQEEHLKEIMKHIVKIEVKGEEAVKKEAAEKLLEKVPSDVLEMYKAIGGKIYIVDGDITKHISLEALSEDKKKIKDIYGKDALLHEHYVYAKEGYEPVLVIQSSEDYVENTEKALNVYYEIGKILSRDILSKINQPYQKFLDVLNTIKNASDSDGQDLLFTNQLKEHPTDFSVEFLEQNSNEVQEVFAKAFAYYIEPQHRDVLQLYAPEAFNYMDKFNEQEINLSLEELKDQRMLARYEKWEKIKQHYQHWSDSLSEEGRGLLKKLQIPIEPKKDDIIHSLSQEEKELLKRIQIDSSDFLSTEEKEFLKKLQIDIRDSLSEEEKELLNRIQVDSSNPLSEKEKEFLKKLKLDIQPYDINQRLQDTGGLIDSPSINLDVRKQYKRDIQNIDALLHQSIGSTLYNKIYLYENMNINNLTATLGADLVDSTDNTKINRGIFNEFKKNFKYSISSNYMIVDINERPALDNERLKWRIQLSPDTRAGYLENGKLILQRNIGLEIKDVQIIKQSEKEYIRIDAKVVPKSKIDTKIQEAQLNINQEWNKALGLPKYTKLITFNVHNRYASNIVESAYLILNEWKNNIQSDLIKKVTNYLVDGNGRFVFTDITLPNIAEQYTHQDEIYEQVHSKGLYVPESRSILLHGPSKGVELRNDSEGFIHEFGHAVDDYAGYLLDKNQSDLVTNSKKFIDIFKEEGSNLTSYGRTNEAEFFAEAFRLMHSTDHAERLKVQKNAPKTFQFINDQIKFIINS
# Y pestis TopoI – Y. pestis Topo-I inhibition via cleavage products; activity, % at 10 µM; AID 504884; 360,000 tested, 0.064% active; Y. pestis Topo-I cleavage product accumulation, plate reader; in the data active means activity above about 50%, passing the limit was not always enough; inconclusive means no clear call, values can overlap the other calls; further: inactives centre near 2
# SARS 3CLpro inh – SARS-CoV 3CLpro protease inhibition; recombinant SARS-CoV 3CLpro, quenched FRET peptide cleavage; inhibition, % at 6 µM; P0C6X7; 290,000 tested, 0.14% active; in the data active means inhibition above about 12%
# SSB-PriA inh – blocks PriA binding to SSB C-terminal tail | 430,000 tested, 0.6% active | inhibition, % at 33 µM | AlphaScreen SSBct-PriA binding, biotinylated peptide; in the data active means inhibition mostly above about 37%, no sharp cut-off; inactive means mostly below about 20%;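 further: plate controls were negative control peptide for no effect and reference peptide for full effect; strong numbers were not always called active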
# BH1578 lux ind – inducers of Vibrio cholerae quorum light production without autoinducers; 350,000 tested, 0.16% active; V. cholerae BH1578 lux reporter, luminescence, 6 h; activation, % at 18.7 µM; in the data active means activation mostly above about 9.7%, no sharp cut-off; inconclusive means no clear call, values can overlap the other calls; inactive means mostly below about 3.7%; further: not every result past the cut was called active; inactives centre near 0; reference of the scale not given here
# TcdB GH inh – blocks C. difficile toxin B glycohydrolase activity | P18177 | TcdB glycohydrolase enzymatic assay, plate reader | inhibition, % at 9.99 µM | 350,000 tested, 0.24% active; in the data active means inhibition above about 10%
# MazEF act – increases E. coli MazEF RNase cleavage of RNA. FAM/BHQ RNA-DNA oligo cleavage fluorescence, 5 h. activation, % at 20 µM. 350,000 tested, 0.32% active; in the data active means activation above about 50%
# Rv3671c inh – inhibitors of M. tuberculosis serine protease Rv3671c. 320,000 tested, 0.048% active. inhibition, % at 5.96 µM; in the data active means inhibition above about 38%;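 further: extracellular domain of Rv3671c used as enzyme; 0% = enzyme with DMSO and 100% = no enzyme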
# An asterisk follows results filed as active; i = inactive; ? = inconclusive; . = no result given. This is a subset; count on the stated rates, not on these rows.
# Sequence of screens: Y pestis TopoI	SSB-PriA inh	TcdB GH inh	PfHsp40 rescue	Anthrax LF inh2	SARS 3CLpro inh	MazEF act	Rv3671c inh	BH1578 lux ind	DUSP3 inh
O=C(NC1CCS(=O)(=O)C1)/C(=C/c1ccc(Cl)cc1)NC(=O)c1ccccc1 (stereo not drawn)
    -2	-9	0.4	-1.1	-1	-1	0	-4	-0.6	-2
COc1ccc(CC(=O)NC(C)c2nnc(SCC(=O)Nc3cc(C)ccc3OC)n2C)cc1 (stereo not drawn)
    2	11	0.2	-0.2	0	-1	22	5	-1.4	33
O=C1[C@@H]2C(c3ccccc3Cl)=NO[C@@H]2C(=O)N1Cc1ccccc1
    -3	-13	.	1.8	-4	6	5	-3	i	3
CC1CCCCN1Cc1nc2ccccc2c(=O)[nH]1 (stereo not drawn)
    3	-22	.	0.2	-3	2	-4	4	i	5
COc1ccc(CCNS(=O)(=O)c2ccc3c(c2)CC(C)N3C(C)=O)cc1OC (stereo not drawn)
    6	-2	.	0.1	1	-2	-3	-3	-0.3	10
Cc1ccc(NC(=O)COC(=O)CCc2c[nH]c(=O)[nH]2)cc1
    3	4	.	0.8	2	-1	17	10	-0.7	6
CCNC(=S)N1CCN(c2ncccn2)CC1
    2	-11	.	-1.6	2	-5	9	-3	-0.2	4
Cc1ccc(NC2=NC(c3ccc(C)cc3)n3c(nc(C)cc3=O)N2)cc1 (stereo not drawn)
    -3	-9	.	-0.4	-2	5	18	-19	i	26
Cc1oncc1C(=O)Nc1cccc(C#N)c1
    -6	-13	0.6	0.2	-7	3	2	5	-0.2	-21
CN(C)c1ccc(CN2CCC(C(=O)NC(c3ccc(F)cc3)c3ccc4ccccc4n3)CC2)cc1 (stereo not drawn)
    -9	.	-2.0	.	-4	.	.	.	0.1	.
C#Cc1ccc(NC(=O)C2(C)CCN2C(=O)CC(c2ccccc2)c2ccccc2)cc1 (stereo not drawn)
    7	.	0.6	.	10	.	.	.	i	.
O=c1c2cc(Cl)ccc2nc(-c2ccccc2)n1O
    -4	0	0.9	195*	1	5	0	6	-0.8	9
Cc1ccc(NC(=O)C2CC2C)cc1S(=O)(=O)N1CCOCC1 (stereo not drawn)
    -4	-11	0.2	-0.3	8	.	-1	-12	5.6	.
COc1ccc(NC(=O)N2c3ccccc3C(C)=CC2(C)C)cc1
    -10	11	0.9	5.9	0	1	-10	1	0.2	-3
CC(C)(C)NS(=O)(=O)c1cccc(S(=O)(=O)c2cccc(S(=O)(=O)NC(C)(C)C)c2)c1
    .	-24	.	.	.	5	-5	-10	.	12
O=C(Nn1cnnc1)C1CCCN1S(=O)(=O)c1ccc(F)cc1 (stereo not drawn)
    1	-14	.	0.1	-3	1	2	6	0.9	15
CCCn1c(=S)[nH]c2cc(C(=O)N3CCN(C4CCCCC4)CC3)ccc2c1=O
    -5	-8	-4.7	0.4	2	1	4	-6	-0.4	10
COC(=O)CNc1nc(-c2ccncc2)nc2ccccc12
    -1	-17	.	0.4	1	-2	13	-1	-0.2	18
CC(C)N(c1ccccc1)c1ccc(NC(=O)CCl)cc1
    -8	9	1.5	16	-4	8	-7	4	i	-2
N#CCCN(/N=C/c1cccnc1)C1=NS(=O)(=O)c2ccccc21
    -2	.	-0.9	0.3	-2	4	3	-14	-0.2	-10
COC(=O)c1cn(-c2ccccc2)c(C)c1C(=O)OC
    -4	-6	.	1.2	-2	4	-2	4	i	-18
CCC(CC)C(=O)NCc1ccc2c(c1)cc(C)n2C
    9	-14	.	-0.3	-1	-2	0	-9	-0.7	31
O=C(Nc1ccccc1N1CCCCC1)c1ccc(Cl)cc1
    35	-24	0.8	2.7	-2	-1	-7	5	-10	18
Clc1cccc(N2CCNCC2)c1
    3	-2	-6.5	-1.6	-5	.	-5	-6	-0.7	.
CC(C)N(CC(N)=O)C(=O)Cc1coc2cc3c(cc12)CCC3
    3	5	-0.6	-0.5	1	1	-1	3	-0.4	13
Cc1cccc(C(=O)NC2CCN(CC(=O)NCc3cccs3)CC2)c1
    1	-21	.	0.3	-2	3	7	-3	-0.3	9
O=C(NC1CCSc2ccccc21)c1cccc(OC(F)F)c1 (stereo not drawn)
    -1	-1	-0.1	-0.5	-2	3	-16	5	-0.2	-7
NC(=O)N/N=C/c1ccc(-c2ccc([N+](=O)[O-])cc2)o1
    -3	i	-0.8	-2.5	20	2	5	5	-0.6	-16
O=C(O)c1ccc(Oc2cc(Oc3ccc(C(=O)O)cc3)cc([N+](=O)[O-])c2)cc1
    0	-12	2.5	1.5	-8	1	7	6	0.5	11
O=C(c1cc(-c2cccs2)on1)N1CCN(c2ccccc2)CC1
    5	-4	1.3	0.7	2	0	4	-4	-1.0	20

# Entries shown so far that have fluorine:
# Sequence of screens: Y pestis TopoI	SSB-PriA inh	TcdB GH inh	PfHsp40 rescue	Anthrax LF inh2	SARS 3CLpro inh	MazEF act	Rv3671c inh	BH1578 lux ind	DUSP3 inh
CN(C)c1ccc(CN2CCC(C(=O)NC(c3ccc(F)cc3)c3ccc4ccccc4n3)CC2)cc1 (stereo not drawn)
    -9	.	-2.0	.	-4	.	.	.	0.1	.
O=C(Nn1cnnc1)C1CCCN1S(=O)(=O)c1ccc(F)cc1 (stereo not drawn)
    1	-14	.	0.1	-3	1	2	6	0.9	15
O=C(NC1CCSc2ccccc21)c1cccc(OC(F)F)c1 (stereo not drawn)
    -1	-1	-0.1	-0.5	-2	3	-16	5	-0.2	-7

# Next section
# Sequence of screens: Y pestis TopoI	SSB-PriA inh	TcdB GH inh	PfHsp40 rescue	Anthrax LF inh2	SARS 3CLpro inh	MazEF act	Rv3671c inh	BH1578 lux ind	DUSP3 inh
Cc1cc(C(=O)Nc2sc3c(c2C#N)CCC(C(C)(C)C)C3)no1 (stereo not drawn)
    3	-3	.	0.6	-5	1	1	1	-0.6	-4
CCOC(=O)c1c(C)oc2cc(Cl)c(O)c(CN(C)C)c12
    3	-5	1.3	1.2	-4	3	15	5	-4.4	-3
CC(C)c1ccccc1NC(=S)NC1CCCCC1
    4	-2	0.8	2.9	-2	-1	-16	3	1.2	13
COCc1[nH]nc2c1C(c1c(F)cccc1Cl)C(C#N)=C(N)O2 (stereo not drawn)
    4	4	.	-0.6	2	1	-7	-2	0.5	-6
COC(=O)CCN1CCC2CC1c1cc(-c3cccc(C)c3)ccc12 (stereo not drawn)
    25	9	0.4	0.1	0	.	-19	.	i	.
CS(=O)(=O)c1ccc(Cl)c(NC(=O)COC(=O)c2ccc(-n3cnnn3)cc2)c1
    -4	-8	0.4	-1.3	-1	.	-4	-4	-0.8	.
Cn1c(=O)n(Cc2ccc(Cl)cc2)c(=O)c2c1nc1n2CCN1Cc1ccco1
    4	1	.	0.5	2	7	1	5	6.7	18
Cc1cc(C)c(S(=O)(=O)/N=C2\C=C(Nc3ccc(C(=O)O)cc3)C(=O)c3ccccc32)c(C)c1
    16	.	-0.2	?	-5	13*	4	-155	-0.2	36
Cc1ccccc1CN(CC1CCC(C(=O)O)CC1)C(=S)Nc1ccccc1F (stereo not drawn)
    4	-10	7.3	0.1	0	5	5	-1	-0.3	-20
Cn1c(SCc2n[nH]c(=S)o2)nnc1-c1ccccc1
    -4	-1	1.3	1.5	-1	-1	1	-7	-0.3	-7
CCOC(=O)c1cccnc1SCC(=O)NCc1ccccc1
    7	-16	.	0.7	-2	-3	5	-2	-0.2	-13
COC(=O)CC1C(=O)NCCN1C(=O)Nc1cccc(Cl)c1 (stereo not drawn)
    -16	-2	1.6	0.9	-1	1	2	-6	-0.2	12
O=C1CCC(=O)N1c1nc2n(n1)C(c1ccccc1)C=C(c1ccc(Br)cc1)N2 (stereo not drawn)
    -3	-13	.	-0.7	?	2	32	1	-0.3	19
NC(=O)C1CCN(C(=O)c2ccc3ccccc3c2)CC1
    3	-10	0.5	-0.8	4	2	12	-3	-0.3	-35
N/C(=N\OC(=O)/C=C/c1ccccc1)c1ccc(Br)cc1
    1	.	0.0	0.0	-3	3	-5	-7	5.0	-6
Cc1ccc(S(=O)(=O)N2CCCCC2)cc1C(=O)N(C)CC(=O)Nc1ccc(Cl)c(C(F)(F)F)c1
    18	8	0.9	0.3	-5	9	4	-4	i	-2
CCOC(=O)c1ccccc1NS(=O)(=O)c1ccccc1
    -2	-39	.	-0.6	-3	-3	3	6	-0.5	16
CN(CC(=O)NCc1ccc(F)cc1)S(=O)(=O)c1ccc(Br)s1
    9	-5	1.0	0.7	1	2	2	2	-0.3	26
CC1(C(=O)NS(=O)(=O)c2ccccc2OC(F)(F)F)CCN1C(=O)c1ccccc1 (stereo not drawn)
    6	.	0.2	.	0	.	.	.	-0.5	.
CCOC(=O)CCSc1nc(C)c2cc(C)ccc2n1
    8	-48	0.9	1.1	-2	3	1	3	-0.4	13
COc1ccc(OC)c(NC(=O)Nc2nc(C(N)C(C)C)cs2)c1 (stereo not drawn)
    -16	.	0.3	.	-8	.	.	.	-0.9	.
COc1ccc(/C=N\NC(=O)c2ccccc2F)cc1COc1ccc(F)cc1F
    36	.	-0.2	0.1	-4	0	-4	-24	-0.3	15
CCCNC(=O)C(Cc1ccc(Cl)cc1)NC(=O)c1ccc(C#N)cc1 (stereo not drawn)
    -2	-15	-1.3	-1.0	-2	.	7	3	i	.
COc1cc(/C=N/NC(=O)c2cc(C3CC3)[nH]n2)cc(OC)c1OC
    -12	.	-0.4	-0.3	-2	-3	8	6	-0.2	20
COc1cc(OC)cc(-c2nnc(N(C)C(=O)c3ccncc3)s2)c1
    14	1	1.0	-0.2	-2	-3	-1	-2	-0.4	9
CC1(c2nnc(-c3ccccc3)o2)CC(c2ccccc2)=NO1 (stereo not drawn)
    3	-22	-0.3	-0.6	-1	.	0	5	i	.
O=c1c2c(C(F)(F)F)cc(C(F)(F)F)nc2[nH]n1-c1ccccc1
    -8	-1	5.6	0.2	-6	6	1	0	i	-2
Cc1ccc(C(=O)CCC(=O)NN2C(=O)NC3(CCCCC3)C2=O)cc1
    -8	-2	-1.5	-0.7	-3	.	-6	9	i	.
CCN1CCN(C(=O)C2CCN(Cc3cc(Cl)ccc3O)CC2)CC1
    -3	0	0.9	-1.0	-6	-9	-14	3	i	21
FC(F)(F)C1=CC(c2ccccc2)=NCCN1
    0	-8	.	-0.1	1	0	-2	-1	-0.4	-1
CC(=O)N1c2ccc(S(=O)(=O)N3CCCC(C(=O)NCc4ccccc4)C3)cc2CC1C (stereo not drawn)
    16	-6	-0.7	-0.4	4	-5	1	-11	-0.2	21
CCS(=O)(=O)c1ccc2oc(SCC(=O)N3c4ccccc4CC3C)nc2c1 (stereo not drawn)
    12	-4	.	0.3	-1	0	-1	1	-0.3	31
O=C(COc1ccc(Br)cc1F)NCC1(N2CCCCC2)CCCCC1
    16	1	0.7	-0.9	-3	.	0	5	i	.
CCOC(=O)c1csc(-c2csc(CCNC(=O)c3ccccc3)n2)n1
    14	.	0.9	.	-2	.	8	.	-5.0	.
COc1ccc2oc(C(=O)OCC(=O)Nc3cc(S(=O)(=O)N4CCOCC4)ccc3OC)c(C)c2c1
    3	-7	8.1	0.3	1	.	-4	9	-19	.
Cc1cccc(C)c1NC(=S)N1CCCN(C)CC1
    0	2	0.9	1.0	-1	-2	-4	-5	-0.9	31
CCN(CC)CCNC(=O)c1cn(CC)c2ccc(S(=O)(=O)N3CCc4ccccc4C3)cc2c1=O
    7	-6	2.2	-0.9	-2	-3	16	-1	i	3
CC(=O)Nc1c(S(=O)(=O)c2ccccc2)c2nc3ccccc3nc2n1Cc1ccccc1
    22	-13	.	-0.7	-1	3	5	-1	i	16
Cc1nc2c(C(=O)NCc3ccccc3Cl)c[nH]n2c(=O)c1Cl
    0	1	-6.1	0.0	0	10	-9	5	i	20
COc1ccc(C(c2nnnn2Cc2cccs2)N2CCN(c3ccccc3F)CC2)cc1 (stereo not drawn)
    0	-10	.	3.2	-5	3	2	-11	7.7	-5
